Screening results deposited in PubChem BioAssay by Southern Research Specialized Biocontainment Screening Center.
M. tuberculosis: growth inhibition of non-replicating M. tuberculosis (AID 488890) | Mycobacterium tuberculosis non-replicating, growth inhibition; higher % means a stronger effect | actives 0.39% (n = 320,000) | one-dose inhibition, % at 25 µM; IC50 in µM for titrated hits; in the data active means a potency from the dose series; inconclusive means inhibition mostly from about 82% at the one dose, without a potency; inactive means the rest, 99 in 100 with inhibition below about 76%;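 further: plate controls were DMSO cells for no effect and high antibiotic wells for full effect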
inhibitors of VEEV: inhibitors of VEEV TC-83 cytopathic effect, confirmation, Vero cells (AID 588727) | inhibition, % at 20 µM, or IC50 in µM where a hit was titrated | Vero cells, VEEV TC-83 cytopathic effect inhibition; higher % means a stronger effect | actives 0.13% (n = 350,000); in the data active means a potency from the dose series; inconclusive means inhibition mostly from about 14% at the one dose, without a potency; inactive means the rest, 99 in 100 with inhibition below about 12%; further: strong numbers were not always called active
H37Rv inhibition: M. tuberculosis growth inhibition, HTS (AID 449762); M. tuberculosis H37Rv growth inhibition, 7H9 media; higher % means a stronger effect; one-dose inhibition, % at 25 µM; IC50 in µM for titrated hits; actives 0.59% (n = 330,000); in the data active means a potency from the dose series; inconclusive means inhibition above about 70% without an active follow-up result;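 further: bacterial growth assessed after seven days of incubation; strong numbers were not always called active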
influenza NS1A: H1N1 influenza NS1A inhibitors, functional cell based assay (AID 504329); inhibition, % at 12.5 µM, or IC50 in µM where a hit was titrated; actives 0.3% (n = 340,000); NS1A functional cell-based assay, percent inhibition; higher % means a stronger effect; in the data active means a potency from the dose series; inconclusive means inhibition above about 27% without an active follow-up result; further: strong numbers were not always called active
Salmonella PhoP GFP: PhoP regulon inhibitors, Salmonella typhi PhoP promoter GFP reporter, confirmatory (AID 1850); Salmonella Typhi PhoP-promoter GFP reporter, fluorescence, 4 h; higher % means a stronger effect; one-dose inhibition, % at 50 µM; IC50 in µM for titrated hits; actives 0.33% (n = 310,000); in the data active means a potency from the dose series; inconclusive means inhibition mostly from about 25% at the one dose, without a potency; inactive means the rest, 99 in 100 with inhibition below about 19%;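 further: 0% = induced wells with vehicle and 100% = uninduced wells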
inhibitors of VEEV 10K pilot screen: also measured in inhibitors of VEEV; calls as there; inhibition, %; measured here: 10K pilot screen inhibition
* marks the source's active call; other numbers are inactive results; i = inactive; ? = inconclusive; . = no result given.

SMILES | M. tuberculosis | inhibitors of VEEV | H37Rv inhibition | influenza NS1A | Salmonella PhoP GFP | others
O=C(NCC(c1ccco1)N1CCOCC1)c1c(F)cccc1F (stereo unspecified) | 13% | 1.3% | -3% | -2% | 16%
Cc1[nH]nc2cn[nH]c12 | -4% | 2.7% | -13% | -1% | -8%
CC(C)c1ccc(-n2c(-c3ccccc3)c[n+]3c2CCc2ccccc2-3)cc1 | . | i | . | -15% | .
Nc1cccc(C(=O)OCC(=O)Nc2cccc3c2C(=O)c2ccccc2C3=O)c1 | -12% | 13% | 25% | -1% | 3%
CN(Cc1c(O)ccc2c1oc(=O)c1ccccc12)C1CCCCC1 | 23% | 0.3% | -4% | -10% | 0%
COc1ccccc1Nc1nnc(SCC(=O)Nc2nc(-c3ccc(F)cc3)cs2)s1 | 6% | i | 3% | -5% | 4%
COc1cccc(C(=O)Nc2cccc(OCC(=O)c3ccccc3)c2)c1 | -2% | 2.7% | 4% | 0% | -2%
CCCCOCCCn1cnc2c([nH]c3cc(OC)ccc32)c1=O | 7% | 3.2% | -6% | 1% | 5%
O=C(NCCCn1ccnc1)c1ccc(Br)c(S(=O)(=O)N2CCOCC2)c1 | 1% | 4.8% | 9% | 0% | -9%
C/C(=C\C(=S)Nc1ccccc1)Nc1ccccc1 | 36% | 1.9% | 4% | -5% | -4%
O=C(C/C=N/OCc1c(Cl)cccc1Cl)c1ccc(Cl)cc1 | 43% | i | -1% | 2% | 2%
COC(=O)[C@H](Cc1ccccc1)NS(=O)(=O)c1ccc(F)cc1Br | . | 0.8% | . | -6% | .
COc1ccc(OC)c(NC(=O)CSc2sc3c(O)cc(=O)[nH]c3c2C#N)c1 | -9% | 1.5% | 6% | 1% | 6%
CC(=O)N1CCc2c(sc(NC(=O)C3CC3)c2-c2nc3ccccc3s2)C1 | . | 9.0% | 15% | 0% | -13%
c1ccc2c(c1)Nc1ccncc1S2 | 23% | 3.5% | -2% | 0% | -9%
COc1cccc(CN2CCC(Oc3ccc(C(=O)N4CCCCC4)cc3)CC2)c1 | 20% | 0.6% | 3% | -6% | -10%
Cc1nc(SC2CCOC2=O)c2c(C)c(C)sc2n1 (stereo unspecified) | 7% | 1.0% | -4% | 0% | -2%
Cc1ccc(N2CCN(/N=C/c3ccccc3[N+](=O)[O-])CC2)cc1 | 1% | 0.5% | 14% | 8% | 10%
O=C(Cc1cccc(NC(=O)C2CCN(C(=O)CCc3ccccc3)CC2)c1)Nc1cccc(C(=O)N2CCCC2)c1 | 44% | i | -6% | -4% | .
c1ccc2c(c1)CCN2CCN1CCc2ccccc21 | 39% | 3.4% | 6% | -6% | 4%
C#C[C@]1(O)CC[C@H]2[C@@H]3[C@H](C)CC4=C(CCC(=O)C4)[C@H]3CC[C@@]21C | 34% | . | 10% | . | 14%
COc1ccc(C2C(C(C)=O)=C(O)C(=O)N2Cc2ccccc2)c(OC)c1 (stereo unspecified) | -74% | i | 3% | -13% | -1%
O=C(O)c1cccc2c(-c3ccccc3)c(-c3ccccc3)[nH]c12 | 48% | i | 13% | 6% | -7%
Cc1ccc(C(=O)c2coc3ccc(O)c(CN(C)C)c23)cc1 | 21% | i | 11% | -6% | -3%
CC(Nc1n[nH]c(=O)[nH]c1=O)C(=O)N/N=C/c1cccs1 (stereo unspecified) | -7% | 0.9% | -1% | 0% | -2%
(cont.)
SMILES | M. tuberculosis | inhibitors of VEEV | H37Rv inhibition | influenza NS1A | Salmonella PhoP GFP | others
Cc1ccc(N2CCN(S(=O)(=O)c3nnc(NC(=O)c4ccccc4)s3)CC2)cc1 | -24% | i | 10% | 2% | 3% | inhibitors of VEEV 10K pilot screen=0.7
OCC12CO[C@@H]3c4ccccc4[C@H](OC1)N32 (stereo partly specified) | -6% | 0.7% | -4% | -7% | 4%
Cc1cccc(C)c1OCC(=O)NCc1nnc(SCC(=O)NC2CCCCC2C)n1C (stereo unspecified) | 28% | 3.7% | 6% | -1% | 3%
Cc1ccc([C@@H]2CC=C(C(=O)O)[C@H](c3ccccc3)N2S(=O)(=O)c2ccccc2C)cc1 | 19% | 0.3% | -1% | -5% | .
O=C(Nc1ccc(F)cc1F)c1cc(=O)n(-c2ccccc2)c(=O)[nH]1 | 0% | 0.2% | -6% | 2% | -4%
O=C(O)C1CCCCC1C(=O)Nc1cccc(Br)c1 (stereo unspecified) | 6% | i | 1% | 1% | 4% | inhibitors of VEEV 10K pilot screen=0.6
CC(C)NC(=O)N(C)C[C@@H]1Oc2c(NC(=O)Nc3ccccc3)cccc2C(=O)N([C@H](C)CO)C[C@H]1C | 19% | i | 7% | -11% | .
O=C(Oc1c(-c2ccccc2)c(=O)n2c3c(cccc13)CC2)c1ccc(F)cc1 | -20% | 1.3% | 11% | -19% | -2%
CN(C)C1=NC[C@H](Cc2ccccc2)N1CC1CCCCCC1 | -12% | i | -6% | -13% | -4%
CCN(CC)S(=O)(=O)c1ccc(N2CCOCC2)c(NC(=O)C23CC4CC(CC(Cl)(C4)C2)C3)c1 | 23% | 4.9% | 18% | 1% | -8%
Cc1cccc(OCC(=O)NCc2ccncc2)c1C | . | 0.3% | 0% | -3% | .
CCN1C(=O)CC(N2CCN(c3cccc(OC)c3)CC2)C1=O (stereo unspecified) | 20% | 1.3% | -7% | -2% | 16%
CCOC(=O)CSC1=C(C#N)C(c2sccc2C)CC(=O)N1 (stereo unspecified) | 2% | 1.0% | 0% | 3% | 2%
COc1ccccc1NC(=O)CSc1nc(N)cc(N)n1 | 6% | 2.0% | -8% | 1% | -9%
Cc1nc2ncnn2c(C)c1CCC(=O)NC(C)c1ccc2c(c1)OCCO2 (stereo unspecified) | -4% | 0.6% | -3% | 0% | -9%
Cc1ccc(NNC(=O)c2cccs2)cc1Cl | 54% | i | ? | 3% | -16%
Cc1ccc(S(=O)(=O)N2CCN(CCc3ccccc3)CC2)c(C)c1 | 10% | i | 4% | -6% | 10%
CC1(C(=O)Nc2ccc3ccccc3c2)CC1(Br)Br (stereo unspecified) | 41% | i | 68% | 4% | -9%
Cc1noc(NS(=O)(=O)c2ccc(NC(=O)Cc3ccc([N+](=O)[O-])cc3)cc2)c1C | 36% | 7.0% | 6% | -5% | 0%
COc1ccccc1NCC(=O)c1ccc(C)c(C)c1 | -1% | 1.8% | 8% | 16% | -2%
CCN(C(=O)COC(=O)Cn1c(C)csc1=O)c1c(N)n(Cc2ccccc2)c(=O)[nH]c1=O | -6% | i | -5% | -3% | 5%
CSCC[C@H](NC(=O)OC(C)(C)C)c1nnc(SCC=C(C)C)o1 | 26% | i | 4% | -7% | -6%
CC(C)COc1ccc(C(=O)OC2CC(C)(C)OCC2CN(C)C)cc1 (stereo unspecified) | -14% | 1.6% | 3% | 0% | 13%
CC1CCCCC12NC(=O)N(Cc1cc(=O)n3ccsc3n1)C2=O (stereo unspecified) | -8% | 0.5% | 3% | -7% | 2%
Cc1ccc(NC(=O)C(OC(=O)c2ccc(C=O)cc2)c2ccccc2)cc1Cl (stereo unspecified) | 6% | 3.4% | 6% | 2% | -1%
New compounds follow
SMILES | M. tuberculosis | inhibitors of VEEV | H37Rv inhibition | influenza NS1A | Salmonella PhoP GFP | others
COc1ccc(C(C)NC(=O)c2ccoc2C)cc1OC (stereo unspecified) | -10% | 2.1% | -5% | 1% | 0%
O=c1c2c3c(sc2nc2n1CCCS2)CCCC3 | 8% | 2.5% | 4% | 3% | -17%
COc1cccc(NC(=O)CSc2nnc(CNC(=O)c3ccccc3F)o2)c1 | -1% | 0.7% | -4% | 6% | 0%
COc1ccc2[nH]c(=O)c(CN(CC3CCCO3)S(=O)(=O)c3ccccc3)cc2c1 (stereo unspecified) | 15% | 8.2% | 3% | 1% | 4%
CC(C)(C)C1CCc2c(sc(NC(=O)C3CCCO3)c2C(N)=O)C1 (stereo unspecified) | 37% | 6.8% | ? | 6% | -1% | inhibitors of VEEV 10K pilot screen=4.1
Cc1cccc(C(=O)Nc2ccc(C(=O)N3CCCCC3C)cc2)c1 (stereo unspecified) | 21% | 0.6% | 0% | 18% | 4%
Cc1cccn2c(CN(C)CCC3CCCCO3)c(C(=O)N3CCCCC3)nc12 (stereo unspecified) | -19% | 0.9% | 3% | -2% | -7%
CC1(C)Cc2ccccc2C(NNC(=O)c2cccnc2)=N1 | 7% | 0.3% | -10% | -5% | 5%
COCCc1ncc(CN2CCC(C(=O)Nc3ccc(-n4cccn4)cc3)CC2)cn1 | -16% | 0.9% | -6% | -3% | -9%
O=[N+]([O-])c1ccc(S(=O)(=O)N(CC(O)CN2CCCCC2)c2ccccc2)cc1 (stereo unspecified) | 6% | i | 0% | 5% | 2%
CCN(CC)CC#CCC(C)(c1ccccc1)c1ccccc1 | 17% | i | -9% | 3% | -8%
CC1CCCC(C)N1/N=C/c1c[nH]c2ccc(Br)cc12 (stereo unspecified) | 56% | ? | 23µM* | 3% | 8%
COC(=O)C1=C(C)N(CCCC(=O)O)C(=O)NC1c1ccccc1OS(=O)(=O)c1ccccc1[N+](=O)[O-] (stereo unspecified) | -3% | 0.3% | -9% | 7% | -2%
CSCCCNC(=S)N1CCN(c2ccc(C(C)=O)cc2)CC1 | 74% | 11% | 25µM* | -1% | -4%
CNC(=O)Cn1nc(-c2ccc(Cl)cc2)c2ccccc2c1=O | -5% | 0.0% | 9% | 3% | 10%

Filtered by structure: the entries above with a Cl atom
SMILES | M. tuberculosis | inhibitors of VEEV | H37Rv inhibition | influenza NS1A | Salmonella PhoP GFP | others
O=C(C/C=N/OCc1c(Cl)cccc1Cl)c1ccc(Cl)cc1 | 43% | i | -1% | 2% | 2%
CCN(CC)S(=O)(=O)c1ccc(N2CCOCC2)c(NC(=O)C23CC4CC(CC(Cl)(C4)C2)C3)c1 | 23% | 4.9% | 18% | 1% | -8%
Cc1ccc(NNC(=O)c2cccs2)cc1Cl | 54% | i | ? | 3% | -16%
Cc1ccc(NC(=O)C(OC(=O)c2ccc(C=O)cc2)c2ccccc2)cc1Cl (stereo unspecified) | 6% | 3.4% | 6% | 2% | -1%
CNC(=O)Cn1nc(-c2ccc(Cl)cc2)c2ccccc2c1=O | -5% | 0.0% | 9% | 3% | 10%

5 neighbouring entries from above, quoted:
SMILES | M. tuberculosis | inhibitors of VEEV | H37Rv inhibition | influenza NS1A | Salmonella PhoP GFP | others
O=C(Nc1ccc(F)cc1F)c1cc(=O)n(-c2ccccc2)c(=O)[nH]1 | 0% | 0.2% | -6% | 2% | -4%
O=C(O)C1CCCCC1C(=O)Nc1cccc(Br)c1 (stereo unspecified) | 6% | i | 1% | 1% | 4% | inhibitors of VEEV 10K pilot screen=0.6
CC(C)NC(=O)N(C)C[C@@H]1Oc2c(NC(=O)Nc3ccccc3)cccc2C(=O)N([C@H](C)CO)C[C@H]1C | 19% | i | 7% | -11% | .
O=C(Oc1c(-c2ccccc2)c(=O)n2c3c(cccc13)CC2)c1ccc(F)cc1 | -20% | 1.3% | 11% | -19% | -2%
CN(C)C1=NC[C@H](Cc2ccccc2)N1CC1CCCCCC1 | -12% | i | -6% | -13% | -4%

Not a hit list. About 1.6% of those tested had a hit in this group.
